# HDAC3 inh: human HDAC3 inhibition; recombinant HDAC3, fluorogenic peptide/trypsin coupled, fluorescence; 320,000 compounds, 0.15% hits; AID 2718; O15379; inhibition, % at 8.3 µM; in the data active means inhibition above about 26%, passing the limit was not always enough; inconclusive means no clear call, values can overlap the other calls
# Target sequence (O15379 whole entry, looked up): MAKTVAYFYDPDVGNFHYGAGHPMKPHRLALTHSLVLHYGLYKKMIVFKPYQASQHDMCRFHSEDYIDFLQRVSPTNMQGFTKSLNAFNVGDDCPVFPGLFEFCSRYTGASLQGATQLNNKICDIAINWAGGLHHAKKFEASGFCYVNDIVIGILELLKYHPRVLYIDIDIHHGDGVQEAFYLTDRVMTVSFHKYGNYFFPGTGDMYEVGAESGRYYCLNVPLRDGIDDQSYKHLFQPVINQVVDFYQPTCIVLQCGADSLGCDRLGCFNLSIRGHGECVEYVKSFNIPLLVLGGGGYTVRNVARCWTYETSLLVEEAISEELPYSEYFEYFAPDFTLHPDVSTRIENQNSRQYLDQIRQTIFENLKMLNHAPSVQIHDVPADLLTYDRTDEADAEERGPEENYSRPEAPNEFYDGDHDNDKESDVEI
# hERG rescue: hERG (human) protection from proarrhythmic block. Q12809. CHO-hERG, FluxOR thallium flux, dofetilide IC70 present. activation (rescue from dofetilide block), less the hit threshold, % at 10 µM. 310,000 compounds, 0.51% hits;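 active means activation above the mean of controls blocked by dofetilide plus 5 SD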;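 further: thallium influx through hERG after potassium depolarization seen as dye fluorescence rise; in these data hits start at about 4.7%; inactives centre near -7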
# GSK3beta inhib: inhibitors of human GSK3beta kinase | GST-GSK3beta kinase, ADP-Glo luminescence, 60 min; active compounds read low | activity score (negative = inhibition), % at 10 µM | 300,000 compounds, 0.038% hits | AID 2097;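 active means more than half of replicate wells score below -50%, meaning over 50% inhibition versus plate controls; inconclusive means some replicates but at most half score below -50%; inactive means no replicate scores below -50%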;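 further: 0% = median DMSO wells and -100% = median GW8510 positive control wells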
# Target sequence (P49841 whole entry, looked up): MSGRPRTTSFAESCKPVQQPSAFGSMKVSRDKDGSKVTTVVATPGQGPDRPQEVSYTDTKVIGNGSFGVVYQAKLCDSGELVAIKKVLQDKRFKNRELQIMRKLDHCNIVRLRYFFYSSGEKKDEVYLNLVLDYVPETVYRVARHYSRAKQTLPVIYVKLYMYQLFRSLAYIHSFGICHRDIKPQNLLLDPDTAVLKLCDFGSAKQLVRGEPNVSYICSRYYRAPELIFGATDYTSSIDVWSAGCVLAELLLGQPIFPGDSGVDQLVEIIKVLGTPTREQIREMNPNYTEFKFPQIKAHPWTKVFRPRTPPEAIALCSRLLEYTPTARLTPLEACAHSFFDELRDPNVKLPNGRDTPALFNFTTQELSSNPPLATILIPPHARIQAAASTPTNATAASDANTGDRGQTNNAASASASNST
#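 Assay system: GST-fused GSK3beta enzyme, cell-free / Medium: Tris pH 7.5 buffer with MgCl2, DTT, BSA, heparin / Also added: peptide substrate plus 25 µM ATP (final) / Compound: 10 µM single point / Timing: kinase reaction with compound 60 min at room temperature / Detection: ADP-Glo luminescence / Benchmarks: DMSO neutral wells and GW8510 at 20 µM as positive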
# KCNQ1 inh: blocks the human KCNQ1 potassium channel. B-score at 10 µM. 310,000 compounds, 1.3% hits. AID 2642. CHO-K1 KCNQ1, FluxOR thallium flux fluorescence; active compounds read high;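 active means compounds whose thallium flux B-score, printed positive for inhibition, exceeds three library SD while starting fluorescence stays within three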;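 further: channel opened by potassium depolarization with thallium stimulus after 20 min compound exposure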
# RGS4 pot: RGS4 potentiation or activation | B-score at 10 µM | HEK293 M3R/inducible RGS4, carbachol calcium flux Fluo4; active compounds read low | 310,000 compounds, 0.92% hits;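 active means B-score of the integrated calcium signal more than 4 SD below the library mean, with starting fluorescence not abnormally high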;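 further: negative B-score means reduced calcium response which marks RGS4 activation or potentiation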
#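 Material: M3R-expressing HEK293 line, RGS4 induced by doxycycline | Schedule: Overnight RGS4 induction, 30 min dye load 37 °C, 20 min compound RT | Measured by: Fluo4 fluorescence kinetic imaging of calcium | Read-out: Integrated calcium ratio converted to B score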
# KCNQ1 act: human KCNQ1 channel potentiation or activation | CHO-K1 KCNQ1, thallium flux FluxOR fluorescence; active compounds read high | B-score at 10 µM | 310,000 compounds, 0.35% hits | AID 2648;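 active means fluorescence ratio B-score, a plate-corrected score, at least three library SD, with initial intensity B-score within 5 SD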
#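 Test system: CHO-K1 cells stably expressing KCNQ1 / Medium: assay buffer / Also added: depolarizing K+/Tl+ stimulus, K2SO4 and Tl2SO4 each 12.5 mM in 5x stock / Incubation: 90 min dye loading and 20 min compound exposure, both at room temperature / Signal: thallium influx via FluxOR fluorescence, kinetic imaging / Evaluation: B score of baseline-normalized fluorescence ratio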
# GSK3A inh: human GSK-3 alpha kinase inhibition. P49840. ADP-Glo luminescence, 60 min. inhibition, % at 10 µM. 320,000 compounds, 0.1% hits;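 in the data active means inhibition above about 50%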;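 further: GST-tagged GSK-3 alpha with peptide substrate and 25 µM ATP; 0% = DMSO neutral wells and 100% = GW8510 positive control wells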
# KCNK9 block: human KCNK9 channel inhibition. 310,000 compounds, 1.2% hits. B-score at 10 µM. HEK293 KCNK9, FluxOR thallium flux fluorescence; active compounds read low. Q9NPC2;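 active means ratio B-score over 3 SD below the library mean, with starting fluorescence within 5 SD of its mean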;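 further: negative B-score means less thallium flux so channel inhibition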
# DYRK1A inh: inhibitors of rat Dyrk1A kinase; Q63470; ADP-Glo luminescence, NFATc1 peptide; inhibition, % at 12.5 µM; 310,000 compounds, 0.43% hits; AID 504441; in the data active means inhibition above about 50%;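 further: plate controls were vehicle with enzyme for no effect and no enzyme for full effect; many of its hits are not listed in these tables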
# KCNK3 block: human KCNK3 channel inhibition, primary screen; O14649; CHO-KCNK3 thallium flux, FluxOR fluorescence; active compounds read low; B-score at 10 µM; 340,000 compounds, 0.84% hits;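 active means B-score under library mean minus 4 SD, starting fluorescence ratio at most library mean plus 5 SD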;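 further: more negative B-score means stronger inhibition of thallium flux through KCNK3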
# PolyA inh: yeast polyadenylation inhibition; S. cerevisiae SKY197-pL101 polyadenylation reporter, beta-gal luminescence; efflux-impaired pdr1/pdr3 knockout yeast; score 100 = 6 SD above DMSO; AID 1875; calls only at 12 µM; 300,000 compounds, 0.02% hits;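 active means lowest replicate activity score at least 50, where 100 means six control SD above control mean; inconclusive means lowest score under 50 but half or more replicates reach 50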;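 further: yeast exposed to compound for 9 h at 30 °C; higher score means more reporter readthrough which indicates perturbed polyadenylation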
# * = called active by the depositor; i = inactive; ? = inconclusive; · = no result given. An excerpt. The share of hits here may be higher or lower than overall.
SMILES,HDAC3 inh,hERG rescue,GSK3beta inhib,KCNQ1 inh,RGS4 pot,KCNQ1 act,GSK3A inh,KCNK9 block,DYRK1A inh,KCNK3 block,PolyA inh
Cc1nc(N2CCN(c3ccccn3)CC2)c2c(C)c(C(=O)Nc3ccc(Cl)cc3)sc2n1,11,-17,-2,12*,i,i,-9,i,-3,-12*,i
CCn1cc(-c2n[nH]c(=S)n2-c2ccc(C)cc2Br)c(=O)c2ccc(C)nc21,5,-14,0,i,i,i,-2,i,8,i,i
C/C(=N\NC(=O)c1nnn(-c2nonc2N)c1CN(C)c1ccccc1)c1cccs1,10,-6,2,i,i,i,0,i,·,i,i
CCN(c1ccccc1)c1nc2nonc2nc1NCCO,7,-5,-1,i,i,i,-1,i,-6,i,i
O=c1[nH]n(-c2ccc([N+](=O)[O-])cc2)c(=O)c2ccccc12,5,-10,1,i,i,i,-2,i,·,i,i
C/C(=N\NC(=O)C(=O)Nc1cccc(C(F)(F)F)c1)c1ccc(Cl)s1,7,-15,1,i,i,i,1,i,-1,i,·
CC(C)(C)NC(=O)c1ccc(C(=O)NC(C)(C)C)cc1,·,-7,-1,i,i,i,·,i,·,·,i
CCOC(=O)C1(Cc2ccc(OC)cc2)CCN(C(=O)CC2CCC(=O)N2)CC1 (stereo unspecified),-3,-8,0,i,i,i,-1,i,1,i,i
C[C@H](NC(=O)c1nc[nH]c1C(=O)NCC(=O)OC(C)(C)C)C(=O)OC(C)(C)C,6,-3,0,i,i,i,4,i,3,i,i
COCCn1c(=NC(=O)c2ccc(S(=O)(=O)N3CCc4ccccc4C3)cc2)sc2cc(S(N)(=O)=O)ccc21,·,-12,2,i,i,i,·,i,4,i,i
COCCNC(=O)Cc1ccc(Br)cc1,3,-7,2,i,i,i,5,i,1,i,i
Cc1ccc(S(=O)(=O)N2CCN(c3ccc([N+](=O)[O-])c4cccnc34)CC2)cc1,-5,-6,6,i,i,i,1,i,-3,i,i
Cc1cc(NNC(=O)c2ccccc2)nc(NNC(=O)c2ccccc2)n1,12,-7,2,i,i,i,-2,i,-4,i,i
CN(C)CCN(Cc1cc2cc3c(cc2[nH]c1=O)OCO3)C(=S)NCC1CCCO1 (stereo unspecified),-18,-12,-2,i,i,i,1,i,0,i,i
CCOc1cc(C(N)=O)cc(Br)c1OC,0,-10,0,i,i,i,6,i,1,i,i

# Looked up by structure from above (2):
SMILES,HDAC3 inh,hERG rescue,GSK3beta inhib,KCNQ1 inh,RGS4 pot,KCNQ1 act,GSK3A inh,KCNK9 block,DYRK1A inh,KCNK3 block,PolyA inh
C[C@H](NC(=O)c1nc[nH]c1C(=O)NCC(=O)OC(C)(C)C)C(=O)OC(C)(C)C,6,-3,0,i,i,i,4,i,3,i,i
C/C(=N\NC(=O)c1nnn(-c2nonc2N)c1CN(C)c1ccccc1)c1cccs1,10,-6,2,i,i,i,0,i,·,i,i

# Additional structures
SMILES,HDAC3 inh,hERG rescue,GSK3beta inhib,KCNQ1 inh,RGS4 pot,KCNQ1 act,GSK3A inh,KCNK9 block,DYRK1A inh,KCNK3 block,PolyA inh
CCCN1C2CCCC1CC(NC(=O)Nc1cccc(C(C)=O)c1)C2 (stereo unspecified),-9,-9,-2,i,i,i,1,i,7,i,·
CCCCOc1ccc(-c2nnn(CC(=O)NCc3ccco3)n2)cc1,0,-6,1,i,i,i,-3,i,2,i,i
FC(F)(F)c1cccc(NC(=S)NNC(=S)Nc2ccc(Cl)cc2)c1,?,-10,0,i,i,i,-1,i,·,·,·
O=C(CSc1nnnn1C1CCCC1)N1CCCc2ccccc21,0,0,2,i,i,i,-3,i,-8,i,i
CSCC[C@H](NC(=O)OC(C)(C)C)c1nnc(SCC(N)=O)o1,3,-2,1,i,i,i,-2,i,4,i,i
Cc1csc(=O)n1CC(=O)OC(C)C(=O)Nc1cccc(Cl)c1 (stereo unspecified),4,-16,4,i,i,i,-1,i,10,i,i
COC(=O)c1cccc(NC(=O)c2ccc[n+]([O-])c2)c1,4,-6,-1,i,i,i,-3,i,5,i,i
CC(C)OCCCn1c(=NC(=O)c2cccs2)c(C#N)cc2c(=O)n3ccccc3nc21,-316,-11,-1,i,i,i,1,-8.5*,·,i,i
Cc1cccc(NC(=O)CSc2nnc(CSc3nc(C)cc(C)n3)o2)c1,1,-7,1,i,i,i,-5,i,-1,i,·
CC1SC(C)C(=O)N(CC(=O)Nc2ccc3c(c2)OCO3)C1=O (stereo unspecified),-2,-6,-1,i,i,i,-1,i,-1,i,·
Cc1cc(=O)oc2cc(OCc3ccc(C(=O)N4CCN(c5ccccc5)CC4)cc3)ccc12,-20,-7,2,i,i,i,-4,i,-1,i,i
O=S(=O)(Nc1nc2ccccc2nc1Cl)c1ccc(Br)cc1,0,-10,7,9*,i,i,-8,i,3,i,i
COc1ccc(CC(NC(C)=O)C(=O)NC2CCN(c3ncccc3[N+](=O)[O-])CC2)cc1 (stereo unspecified),2,-6,-2,i,i,i,-1,i,7,i,i
O=C(Cc1ccc(F)cc1)NC1CCCCCC1,3,-5,4,i,i,i,-3,i,9,i,i
CCn1c(-c2cc(-c3cc(C)ccc3C)nc3ccccc23)n[nH]c1=S,3,-13,2,i,i,i,0,i,2,i,i
O=[N+]([O-])c1cccc(-c2cn(-c3ccccc3)c(=S)[nH]2)c1,14,1,-1,i,i,i,-4,i,3,i,i
CCn1nc(C)c(/C=N/NC(=O)Cn2cncn2)c1C,-4,-4,2,i,i,i,-4,i,·,i,i
O=C(Nc1ccc2c(c1)OCO2)c1cc2ncc(Br)cn2n1,·,-3,0,i,i,i,·,i,0,i,i
Cc1ccc(-c2nnc(-c3ccccc3)o2)cc1Br,-2,-8,0,i,i,i,-5,i,2,i,i
CCOC(=O)/C(C#N)=C/c1ccc(N2CCN(Cc3ccccc3)CC2)cc1,?,-6,1,i,i,i,-5,i,-4,i,i
O=C(CCc1nnc(Cc2cccc(C(F)(F)F)c2)o1)NC1CC1,-1,-8,-3,i,i,i,0,i,-1,i,i
COc1ccc(NS(=O)(=O)c2cccc(C(=O)NNC(=O)NCCCl)c2)cc1,0,-8,2,i,i,i,-3,i,-2,i,i
O=C(NCc1ccco1)C(NS(=O)(=O)c1cccc2nsnc12)c1ccccc1 (stereo unspecified),2,-5,-2,i,i,i,-1,i,2,i,i
CC(=O)c1ccc(NC(=O)CCc2nnc3ccc(NCc4ccco4)nn23)cc1,3,-11,-1,i,i,i,11,i,0,i,i
Cc1c(C(=O)NCCSCc2ccc(F)cc2)cnn1-c1ccc(Cl)cc1,14,-3,4,i,i,i,-2,i,2,i,i
O=C(N/N=C1\CCCc2oc(C(=O)O)cc21)c1ccccc1,8,-9,1,i,i,i,4,i,-4,i,i
Cc1nn(Cc2cccc(C(=O)O)c2)c(C)c1[N+](=O)[O-],·,-10,0,i,i,i,-1,i,0,i,·
CCC(NC(=O)c1ccccc1NC(=O)c1ccccc1)C(=O)NNC(=O)CSc1nc2ccccc2o1 (stereo unspecified),1,-6,0,i,i,i,-2,i,-4,i,i
COC(=O)C1=C(C)Nc2nc(-c3ccccc3)nn2C1c1ccc(C)o1 (stereo unspecified),-3,-3,-19,i,i,i,-2,i,0,i,i
Cc1nn(-c2ncc(C(F)(F)F)cc2Cl)c(=O)n1-c1ccc(F)cc1,-8,-9,10,i,i,i,-2,i,-4,i,i
Cc1ccnc(NC(=O)Cn2c(=O)oc3ccccc32)c1,-1,-11,-1,i,i,i,1,i,2,i,·
Cc1ccc(Cl)cc1N1CCN(C(=O)c2noc(C)c2[N+](=O)[O-])CC1,·,-10,-2,i,i,i,·,i,·,i,i
Cc1csc(NC(=O)CNS(=O)(=O)c2cccs2)n1,-4,-9,1,i,i,i,0,i,5,i,i
CC1CN(c2ccc([N+](=O)[O-])c(NCCOc3ccc(Cl)cc3)c2)CC(C)N1 (stereo unspecified),7,-30,3,9*,i,i,2,i,2,i,i
Cc1ccc(C)c2[nH]c(=O)c(CCNC(=O)c3ccc4c(c3)OCO4)cc12,-5,-8,-3,i,i,i,-3,i,-1,i,i
CCOc1ccc(S(=O)(=O)Nc2cccc(C(=O)NCC3(N4CCCCC4)CCCCC3)c2)cc1,·,-18,2,i,i,i,-1,i,12,i,i
COCCCNC(=O)c1ccc(CS(=O)(=O)c2ccc(OC)cc2)o1,-21,-3,-27,i,i,i,-1,i,0,i,i
Cc1ccc2nc(N3C(=O)CNC3=S)sc2c1,6,-4,-4,i,i,i,0,i,7,i,i
Cc1cc(C)cc(OCc2ccc(C(=O)NN)o2)c1,2,-1,-1,i,i,i,15,i,6,i,i
CC(Cc1cccs1)NC(=S)Nc1ccc(F)cc1 (stereo unspecified),-2,-4,-1,i,i,i,-3,i,8,i,i
COc1ccc(C(=O)NCc2nnc(SCC(=O)N3CCc4ccccc43)n2C2CCCCC2)cc1,0,-6,-3,i,i,i,0,i,-5,i,i
O=C(CNc1ccc2ccccc2c1)NNC1=NCCC1,?,1,1,i,i,i,1,i,31,i,i
CCCCn1c(=O)c(C(=O)N/N=C/c2ccc(F)cc2)c(O)c2ccccc21,-2,-10,-1,i,i,i,-4,i,·,·,i
N#C/C(=C/Nc1ccccc1F)S(=O)(=O)c1ccc(Cl)cc1,-2,-4,2,i,i,i,-2,i,3,i,i
CCC(=O)N1CCc2cc(Br)cc(S(=O)(=O)CCC(=O)NCc3ccco3)c21,6,-7,2,i,i,i,-3,i,-2,i,i

# Already shown: an excerpt of the list.
SMILES,HDAC3 inh,hERG rescue,GSK3beta inhib,KCNQ1 inh,RGS4 pot,KCNQ1 act,GSK3A inh,KCNK9 block,DYRK1A inh,KCNK3 block,PolyA inh
COCCCNC(=O)c1ccc(CS(=O)(=O)c2ccc(OC)cc2)o1,-21,-3,-27,i,i,i,-1,i,0,i,i
Cc1ccc2nc(N3C(=O)CNC3=S)sc2c1,6,-4,-4,i,i,i,0,i,7,i,i
Cc1cc(C)cc(OCc2ccc(C(=O)NN)o2)c1,2,-1,-1,i,i,i,15,i,6,i,i
CC(Cc1cccs1)NC(=S)Nc1ccc(F)cc1 (stereo unspecified),-2,-4,-1,i,i,i,-3,i,8,i,i
COc1ccc(C(=O)NCc2nnc(SCC(=O)N3CCc4ccccc43)n2C2CCCCC2)cc1,0,-6,-3,i,i,i,0,i,-5,i,i
